Source: PubChem
Mtb BioA inh = M. tuberculosis BioA enzyme inhibitors, primary screen, biochemical, plate reader, single point, HTS; 7,8-diaminopelargonic acid synthase BioA (Mycobacterium tuberculosis); purified M. tuberculosis BioA enzyme; inhibition, % at 9.99 µM; actives 0.096% (n = 360,000); in the data active means inhibition above about 40%
Mtb FBA inh = Mtb FBA enzyme inhibitors, primary screen, biochemical, fluorescence, strain H37Rv; Fructose-bisphosphate aldolase (Mycobacterium tuberculosis (strain ATCC 25618 / H37Rv)), …; purified M. tuberculosis FBA, fluorescence read-out; actives 2.3% (n = 360,000); inhibition, % at 1 µM; AID 588726, 2011; in the data active means inhibition above about 27%;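 further: 0% = vehicle and 100% = reference inhibitor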
Target sequence (P9WQA3 whole entry, looked up): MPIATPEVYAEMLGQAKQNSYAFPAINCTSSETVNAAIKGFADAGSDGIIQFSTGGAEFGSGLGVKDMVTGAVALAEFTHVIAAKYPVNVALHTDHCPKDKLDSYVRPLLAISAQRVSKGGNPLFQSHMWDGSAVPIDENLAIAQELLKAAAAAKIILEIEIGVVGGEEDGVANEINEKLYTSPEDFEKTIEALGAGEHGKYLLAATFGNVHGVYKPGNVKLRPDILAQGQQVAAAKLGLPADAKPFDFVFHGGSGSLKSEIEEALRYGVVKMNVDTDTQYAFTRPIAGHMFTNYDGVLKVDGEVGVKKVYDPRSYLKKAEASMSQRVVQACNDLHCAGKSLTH
PfHsp40 yeast = rescue of yeast from PfHsp40 toxicity, primary screen, S. cerevisiae, ATP luminescence. AID 504582, 2011. actives 0.68% (n = 340,000). growth rescue, % at 12.5 µM. S. cerevisiae expressing PfHsp40, growth rescue; in the data active means growth rescue above about 28%, passing the limit was not always enough;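 further: yeast W303a lacking pdr1 and pdr3 grown in galactose medium; growth measured after three days at 30 °C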
TcdB inh = TcdB glycohydrolase inhibitors, primary screen, biochemical, single point, plate reader; Toxin B (Clostridioides difficile), P18177; actives 0.24% (n = 350,000); inhibition, % at 9.99 µM; AID 652162, 2013; TcdB glycohydrolase enzymatic assay; in the data active means inhibition above about 10%
Y pestis TopoI = Yersinia pestis topoisomerase I inhibitors, primary screen, biochemical, cleavage product accumulation, plate reader, single point. DNA topoisomerase I (Yersinia pestis CO92). Y. pestis Topo-I cleavage product accumulation. activity, % at 10 µM. actives 0.064% (n = 360,000). AID 504884, 2011; in the data active means activity above about 50%, passing the limit was not always enough; further: inactives centre near 2
GDH-TPI inh = GDH-TPI coupling enzyme inhibitors, primary screen, artefact control for M. tuberculosis FBA inhibitor project, biochemical, absorbance, full deck; GDH-TPI coupled enzyme counterscreen, NADH absorbance; inhibition, % at 4.8 µM; actives 1.2% (n = 360,000); in the data active means inhibition above about 30%;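 further: 0% = DMSO wells and 100% = wells lacking the enzyme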
Mtb UGM inh = M. tuberculosis UGM enzyme inhibitors, primary screen, biochemical, fluorescence polarization, single point; UDP-galactopyranose mutase (Mycobacterium tuberculosis (strain ATCC 25618 / H37Rv)), …; purified UGM, fluorescence polarization probe displacement; inhibition, % at 10 µM; actives 0.06% (n = 320,000); AID 504406, 2011; in the data active means inhibition above about 10%, passing the limit was not always enough
Target sequence (P9WIQ1 whole entry, looked up): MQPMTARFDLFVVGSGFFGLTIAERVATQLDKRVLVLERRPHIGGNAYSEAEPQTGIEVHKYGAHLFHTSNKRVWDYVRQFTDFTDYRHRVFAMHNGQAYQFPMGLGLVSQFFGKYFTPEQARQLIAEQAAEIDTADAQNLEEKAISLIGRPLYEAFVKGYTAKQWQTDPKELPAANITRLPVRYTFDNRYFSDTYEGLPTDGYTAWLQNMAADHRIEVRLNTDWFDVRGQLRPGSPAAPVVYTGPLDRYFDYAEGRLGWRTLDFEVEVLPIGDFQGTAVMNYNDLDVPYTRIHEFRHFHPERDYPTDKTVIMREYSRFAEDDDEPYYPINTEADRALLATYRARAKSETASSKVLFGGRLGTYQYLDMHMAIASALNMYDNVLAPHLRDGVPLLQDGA
Vc quorum ag = inducers of Vibrio cholerae quorum light production without autoinducers, primary screen, BH1578 luxS cqsA deficient, single point; V. cholerae BH1578 lux reporter, luminescence, 6 h; activation, % at 18.7 µM; actives 0.16% (n = 350,000); AID 588436, 2011; in the data active means activation mostly above about 9.7%, no sharp cut-off; further: not every result past the cut was called active; inactives centre near 0; reference of the scale not given here
FadD28 binding = inhibitors of FadD28 bisubstrate probe binding, primary screen, biochemical, fluorescence polarization, single point | inhibition, % at 12.5 µM | actives 0.22% (n = 360,000); in the data active means inhibition above about 8.5%, passing the limit was not always enough
* marks the source's active call; other numbers are inactive results; i = inactive; . = not tested or not shown.

SMILES	Mtb BioA inh	Mtb FBA inh	PfHsp40 yeast	TcdB inh	Y pestis TopoI	GDH-TPI inh	Mtb UGM inh	Vc quorum ag	FadD28 binding
CSCCC(NS(=O)(=O)c1ccc(C)cc1)C(=O)NCCc1c[nH]c2ccccc12 (centres undefined)	-0.6	0	-0.6	.	10	-6	-1.7	i	-1.3
CCOC(=O)c1ccc(NNC(C)=O)c([N+](=O)[O-])c1	-0.4	-2	-1.3	0.0	1	10	-0.1	0.4	-1.2
O=c1[nH]c(O)c(/C=C2\C=Nc3ccc(Br)cc32)[nH]1	-1.4	0	0.1	2.0	-6	8	-3.5	1.6	-2.1
CC(C)(C)c1ccc(SCCc2ccccn2)cc1	.	-3	-0.3	1.7	-4	-11	-2.1	i	-2.4
c1ccc(OCCOc2ncnc3sccc23)cc1	-0.6	1	-2.2	.	-8	-8	0.9	-0.3	1.1
CC(CN1CCCC1)OC(=O)c1ccc(Br)cc1 (centres undefined)	7.5	-4	-0.7	0.3	1	-10	0.3	-1.4	-2.0
CCC(=O)OCOc1ccc(/C=C2/CCC(CN(C)C)C2=O)cc1 (centres undefined)	.	-2	0.2	-2.8	32	32*	.	i	-0.7
COc1ccc(CCN(Cc2ccccn2)C(=S)Nc2cccc(C)c2)cc1OC	-0.2	1	0.1	1.9	-3	12	-2.5	-0.3	-0.7
O=c1c2ccccc2oc2ccc(-c3ccc4cc[nH]c4c3)cc12	-2.8	7	-0.5	.	-8	10	2.1	i	-0.7
O=c1cc(-c2ccc([N+](=O)[O-])cc2)c2cc3c(cc2[nH]1)OCCO3	.	-1	-0.2	0.5	4	15	-2.3	2.1	-1.1
O=C(NCc1ccco1)c1ccc(COc2ccccc2[N+](=O)[O-])o1	0.4	4	-0.2	0.8	-7	18	-0.7	i	-0.6
O=C(C[n+]1ccccc1)N/N=C/c1ccc(F)cc1	.	-1	-1.3	-0.3	2	1	2.1	0.7	0.3
Cc1cc2c(=Cc3ccc(N(C)C)cc3)c3ccccc3n2[n+]1C	.	-12	180*	-0.2	-35	7	.	-2.9	-3.0
COCCNC(=O)C1(C)CCCN(C(=O)c2cc(C)on2)C1 (centres undefined)	-0.4	-4	.	1.2	6	7	.	-0.2	-3.6
O=C(CNS(=O)(=O)c1ccccc1)OCC(=O)c1cccc([N+](=O)[O-])c1	1.7	-1	-2.2	.	-4	2	-1.5	i	-4.3
Cc1cc(NC(=O)CSc2nc3ccsc3c(=O)n2CCCCC(=O)O)no1	3.0	-2	-1.8	2.4	0	6	-5.6	-0.2	-0.1
CN(CCc1cn[nH]c1)C(=O)C1CCC(=O)N(CC2CCCCC2)C1 (centres undefined)	-1.4	-1	-0.9	1.2	1	3	.	i	-1.6
O=C(Cn1cc(C(=O)c2cccs2)c2ccccc21)NCc1ccc2c(c1)OCO2	0.2	-5	0.3	0.2	18	15	3.5	-0.6	-11
O=C1CN(S(=O)(=O)c2cc(C(F)(F)F)ccc2Cl)CCN1	-0.2	0	-0.7	0.9	-5	8	0.4	i	-1.0
Cc1ccc(SCCNC(=S)Nc2ccccc2)cc1	-1.7	6	12	.	2	3	0.7	3.8	-2.3
CC1(C)CC(=O)c2cc(NC(=O)c3ccccc3)c(=O)oc2C1	.	3	0.8	0.8	-1	-5	2.8	-0.5	-3.1
CCOc1ccc(C(C(=O)NCC2CCCO2)N(CCc2cccc(C)c2)C(=O)c2snc(C(N)=O)c2N)cc1 (centres undefined)	0.4	-10	-0.8	3.0	11	0	.	-0.2	-3.8
COc1cc(Cl)ccc1OC1(C)CCN(Cc2ccc(SC)cc2)C1 (centres undefined)	-0.3	-4	.	0.6	30	-2	.	-0.9	-4.7
CCN(CC)S(=O)(=O)c1ccc(NN=c2c(=O)c3ccccc3c2=O)cc1	.	4	0.9	0.8	1	1	0.5	-0.5	-2.5
O=C(/C=C/c1cccc(Oc2ccccc2)c1)N1CCOCC1	.	-1	0.3	1.3	11	9	-1.5	i	-1.7
COc1ccc(CNC(=O)C(C)n2ccc3cc(S(=O)(=O)N4CCCCCC4)ccc32)cc1 (centres undefined)	0.0	-2	2.5	-4.3	38	0	-0.1	i	-0.9
CC1CCc2cc(F)ccc2N1C(=O)CSc1nnc(-c2cccs2)n1C (centres undefined)	2.6	-2	0.6	.	2	10	-0.9	i	0.6
CC(=O)NC(=S)Nc1ccccc1C(=O)Nc1ccccc1	.	1	1.0	.	0	3	-2.6	-0.1	0.9
O=[N+]([O-])c1cccc(N/N=C/c2cccc(O)c2O)c1	.	-1	21	-0.4	-33	10	0.0	i	4.1
CC1CCN(C(=O)c2[nH]cnc2C(=O)Nc2ccc(Cl)cc2)CC1	-0.3	-3	0.8	0.7	-4	-4	1.4	1.3	-3.5
Cc1ncccc1C(=O)N1CCCC(c2cc(C(=O)Nc3ccc(C(C)(C)C)cc3)no2)C1 (centres undefined)	2.5	2	.	1.2	19	-8	.	-0.4	-3.6
COc1ccc(C2c3[nH]c4ccccc4c3C[C@H]3C(=O)N(c4ccccc4C(=O)N4CCC[C@@H]4C(=O)O)C(=O)N23)cc1 (some centres undefined)	1.1	1	3.4	0.3	9	5	-1.5	-0.5	-1.4
CN1CCN(S(=O)(=O)c2ccc(NC(=O)c3ccco3)cc2)CC1	0.2	2	-0.9	.	3	1	1.9	-5.0	-1.4
O=C(/C=C/C=C/c1ccc2c(c1)OCO2)N1CCCCC1	1.3	2	0.7	1.2	16	41*	6.5	-0.6	-3.1
C=CCN(C(=O)c1csnn1)C(C(=O)NC1CCCCC1)c1ccc(Cl)cc1 (centres undefined)	-1.4	-1	0.1	-7.1	21	5	1.9	-0.4	0.6
CN(CCc1ccccn1)C(=O)c1cccnc1Oc1ccccc1	-0.4	-1	0.5	1.4	-1	-7	-1.8	i	-0.5
COc1cc(/C=C2/C(=O)NN(c3ccc(Cl)cc3)C2=O)cc(OC)c1O	3.1	-6	-0.3	5.5	-2	9	-16	-0.3	8.9*
Cn1nccc1C(=O)N1CCN(c2cccc(C(F)(F)F)c2)CC1	0.3	-2	0.0	-2.1	7	0	1.0	i	0.8
Oc1ccc(N=Nc2ccccc2-c2nn[nH]n2)c(O)c1	5.9	-22	2.4	-48	-15	8	2.0	-5.6	22*
COc1ccccc1OCCOC(=O)Nc1ccccc1	.	-5	-0.7	0.2	6	5	-0.3	-0.2	-1.2
O=C(NCCS(=O)(=O)N1CCCC1)c1ccccc1	0.1	3	-0.5	0.8	-2	9	0.9	i	-1.8
COC(=O)C(CC(C)C)NC(=O)/C=C/c1ccccc1Cl (centres undefined)	0.2	-1	0.4	2.4	-3	0	-2.0	-0.3	-1.8
O=C(CSc1nnc(-c2cccnc2)s1)Nc1cccc(C(=O)O)c1	3.4	1	-1.7	.	2	-9	-0.4	-0.2	-2.3
Cc1ccc(C(=O)NC(C)CCc2ccccc2)cc1S(=O)(=O)N1CCOCC1 (centres undefined)	0.3	0	-0.3	1.4	12	-10	1.3	i	-0.5
CC1CN(c2ccc([N+](=O)[O-])c(NCCOc3ccccc3)c2)CC(C)N1 (centres undefined)	-0.9	-11	-0.1	1.0	0	14	-1.0	i	-2.1
CN(CC(=O)Nc1cccc(F)c1)C(=O)c1cc(S(=O)(=O)N2CCCCC2)ccc1N1CCOCC1	.	-2	-1.0	0.3	11	6	5.0	-3.8	-3.1
CCNS(=O)(=O)c1ccc(NC(=S)NCC2CCCO2)cc1 (centres undefined)	.	-1	-1.2	-0.3	2	-5	1.1	i	-0.2
CN1CCN(c2ccc(C(=O)c3cn(-c4ccc(F)c(Cl)c4)nn3)cc2)CC1	-1.5	-2	-0.7	1.8	-4	4	2.3	0.3	-1.9
Cc1cnc(NC(=O)CN2CCCCC2)s1	0.1	-1	0.3	1.2	2	-4	-1.8	i	-3.0
CCC(=O)NS(=O)(=O)c1ccc(N=NN2CCCCC2)cc1	-1.8	0	-0.4	0.7	0	27	-1.8	-0.2	-3.5
CCCCCCCn1c(C)nnc1-c1cnn(C)c1N	.	-2	-1.4	-0.6	-2	6	.	-1.3	0.4
O=[N+]([O-])c1ccccc1S(=O)(=O)NCCSCc1ccco1	0.3	2	-0.6	0.4	3	10	-2.2	-0.4	-0.7
CC1CCCC(C(=O)O)N1C(=O)CCS (centres undefined)	1.9	2	-1.1	.	-3	-7	0.3	-0.3	-3.0
C[C@]12CCC3C(CC[C@H]4C[C@H](O)CC[C@]34C)C1C[C@@H](CCCCl)[C@@H]2O (some centres undefined)	0.9	-4	.	-0.4	28	-5	0.2	i	-7.1
COc1ccc(C(=O)NC2CCN(C(=O)Nc3ccc(F)cc3)CC2)cc1	0.4	-1	-0.2	0.4	3	-1	-0.1	-0.3	-4.2
CCCc1nc(SCC(N)=O)[nH]c(=O)c1CC	-0.5	2	5.5	.	-3	4	0.6	-0.2	-3.1
CCOc1ccccc1NC(=O)CSc1nnc2c(CC)c(C)nc(N)n12	.	0	-0.3	.	-1	-4	-3.1	-0.3	0.9
C/C(=C\c1ccccc1)CN1CCN(c2cccc(Cl)c2)CC1	-0.6	1	2.2	.	13	5	-2.7	i	-1.1
Cc1ccccc1NC(=O)c1ccccc1N(C)S(=O)(=O)c1ccccc1	.	-1	0.3	0.2	0	3	0.4	-0.8	-0.8
O=C(NCc1ccccc1)/C(=C\c1ccc(F)cc1)NC(=O)c1ccco1	-1.1	-4	.	-2.1	-1	12	.	1.4	-0.5
COc1ccccc1OCc1ccc(C(=O)NCc2cccnc2)o1	0.9	-1	-0.8	.	-5	-4	1.4	-1.0	0.1

A section from further up:
SMILES	Mtb BioA inh	Mtb FBA inh	PfHsp40 yeast	TcdB inh	Y pestis TopoI	GDH-TPI inh	Mtb UGM inh	Vc quorum ag	FadD28 binding
CN(CC(=O)Nc1cccc(F)c1)C(=O)c1cc(S(=O)(=O)N2CCCCC2)ccc1N1CCOCC1	.	-2	-1.0	0.3	11	6	5.0	-3.8	-3.1
CCNS(=O)(=O)c1ccc(NC(=S)NCC2CCCO2)cc1 (centres undefined)	.	-1	-1.2	-0.3	2	-5	1.1	i	-0.2
CN1CCN(c2ccc(C(=O)c3cn(-c4ccc(F)c(Cl)c4)nn3)cc2)CC1	-1.5	-2	-0.7	1.8	-4	4	2.3	0.3	-1.9
Cc1cnc(NC(=O)CN2CCCCC2)s1	0.1	-1	0.3	1.2	2	-4	-1.8	i	-3.0
CCC(=O)NS(=O)(=O)c1ccc(N=NN2CCCCC2)cc1	-1.8	0	-0.4	0.7	0	27	-1.8	-0.2	-3.5
CCCCCCCn1c(C)nnc1-c1cnn(C)c1N	.	-2	-1.4	-0.6	-2	6	.	-1.3	0.4
O=[N+]([O-])c1ccccc1S(=O)(=O)NCCSCc1ccco1	0.3	2	-0.6	0.4	3	10	-2.2	-0.4	-0.7
CC1CCCC(C(=O)O)N1C(=O)CCS (centres undefined)	1.9	2	-1.1	.	-3	-7	0.3	-0.3	-3.0
C[C@]12CCC3C(CC[C@H]4C[C@H](O)CC[C@]34C)C1C[C@@H](CCCCl)[C@@H]2O (some centres undefined)	0.9	-4	.	-0.4	28	-5	0.2	i	-7.1
COc1ccc(C(=O)NC2CCN(C(=O)Nc3ccc(F)cc3)CC2)cc1	0.4	-1	-0.2	0.4	3	-1	-0.1	-0.3	-4.2
CCCc1nc(SCC(N)=O)[nH]c(=O)c1CC	-0.5	2	5.5	.	-3	4	0.6	-0.2	-3.1
